Apaf1 inhib = human Apaf-1 inhibition; AID 489030; O14727; inhibition, % at 20 µM; reconstituted apoptosome caspase-3 activity, DEVD-Rh110 fluorescence; 330,000 tested, 0.71% active; active = inhibition of at least 40% at 20 µM;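 also: plate controls were DMSO wells for no effect and DEVD-CHO caspase inhibitor wells for full effect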
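Material: biochemical Apaf-1 apoptosome reconstitution. Medium: Hepes buffer, pH 7.5. Also added: cytochrome c activation, bis-DEVD rhodamine 110 substrate. Timing: 30 min compound preincubation, 50 min activation, room temperature. Measured by: rhodamine 110 fluorescence at Ex 480/Em 540 nm.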
UBC13 inh = inhibitors of human UBC13 polyubiquitin chain formation; P61088; TR-FRET; inhibition, % at 20 µM; 330,000 tested, 0.47% active; AID 485273; in the data active = inhibition above about 45%, passing the limit was not always enough
Target sequence (P61088 whole entry, looked up): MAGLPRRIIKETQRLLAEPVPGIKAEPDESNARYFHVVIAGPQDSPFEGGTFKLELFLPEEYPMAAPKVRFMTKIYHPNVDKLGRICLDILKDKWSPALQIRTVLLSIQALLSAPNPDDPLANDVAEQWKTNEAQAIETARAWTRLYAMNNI
Gli-Sufu block = antagonists of Gli-Sufu signaling; 340,000 tested, 0.74% active; Sufu-KO-LIGHT fibroblasts, Gli luciferase reporter luminescence; inhibition, % at 5 µM;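 active = inhibition above about 55%, limit read from the data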;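 also: 0% = DMSO-treated cells and 100% = wells with medium but no cells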
Jurkat NFkB inh = lowers PMA/ionomycin-induced NF-kB signal in Jurkat cells. PMA/ionomycin-induced NF-kB luciferase reporter, luminescence. inhibition, % at 4 µM. 330,000 tested, 0.53% active
SENP8 inh = inhibitors of human SENP8 protease. Q96LD8. purified SENP8, Z-RLRGG-aminoluciferin cleavage, luminescence. inhibition, % at 10 µM. 330,000 tested, 1.2% active. AID 2540
Target sequence (Q96LD8 whole entry, looked up): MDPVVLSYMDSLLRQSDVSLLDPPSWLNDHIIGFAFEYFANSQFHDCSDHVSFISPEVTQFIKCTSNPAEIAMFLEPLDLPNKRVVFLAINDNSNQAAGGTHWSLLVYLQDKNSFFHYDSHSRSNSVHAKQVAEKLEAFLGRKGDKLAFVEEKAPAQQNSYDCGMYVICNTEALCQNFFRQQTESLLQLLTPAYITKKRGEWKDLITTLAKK
697 NFkB inh = lowers PMA/ionomycin-induced NF-kB signal in 697 B cells. 697 B-cell NF-kB luciferase reporter, 16 h. inhibition, % at 4 µM. 330,000 tested, 0.33% active; in the data active = inhibition above about 35%
HKDC1 inhibitor = blocks human hexokinase HKDC1 activity; Q2TB90; recombinant HKDC1, G6PDH/diaphorase resazurin coupled fluorescence; inhibition, % at 20 µM; 340,000 tested, 0.16% active;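 active = inhibition above about 35% when tested at 20 µM, limit read from the data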;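 also: plate controls were DMSO wells with enzyme for no effect and DMSO wells lacking enzyme for full effect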
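Test system: recombinant HKDC1 (HK5) hexokinase enzyme, produced in-house / Doses: 20 µM test compound, 1% DMSO / Timing: 90 min, room temperature / Detection: G6PDH/diaphorase-coupled fluorescence, 1 mM NADP, 100 µM resazurin, 525/613 nm / Control set: DMSO wells with and without enzyme mix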
SENP7 block = inhibitors of human SENP7 protease. Q9BQF6. recombinant SENP7, Z-RLRGG-aminoluciferin luminescence, 40 min. inhibition, % at 5 µM. 330,000 tested, 1.5% active;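 active = inhibition above about 50% at the single test dose, limit read from the data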;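 also: plate controls were DMSO with enzyme for no effect and no enzyme buffer wells for full effect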
Target sequence (Q9BQF6 706-1050 limits assumed): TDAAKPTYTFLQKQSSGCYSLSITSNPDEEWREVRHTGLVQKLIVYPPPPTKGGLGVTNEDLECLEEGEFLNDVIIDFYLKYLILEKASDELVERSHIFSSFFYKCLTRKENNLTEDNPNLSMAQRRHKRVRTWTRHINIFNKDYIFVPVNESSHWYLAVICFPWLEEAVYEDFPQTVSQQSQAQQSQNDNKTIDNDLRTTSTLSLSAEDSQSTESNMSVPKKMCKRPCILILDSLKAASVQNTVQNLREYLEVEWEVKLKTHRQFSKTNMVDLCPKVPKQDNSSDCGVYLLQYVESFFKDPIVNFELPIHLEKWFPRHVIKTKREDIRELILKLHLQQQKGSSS
Active calls of the source: *. Rule as the data show it, unless noted: active = inhibition above about 50%; inactive = the rest.

SMILES	Apaf1 inhib	UBC13 inh	Gli-Sufu block	Jurkat NFkB inh	SENP8 inh	697 NFkB inh	HKDC1 inhibitor	SENP7 block
O=C1CC(C(=O)N(c2ccc(F)cc2)C(C(=O)NC2CCCC2)c2ccccn2)CS1 (centres undefined)	-14	0	6	-10	5	19	-16	-2
O=c1ccc(C(F)(F)F)cn1Cc1cc(=O)n2cc(Br)ccc2n1	-22	0	2	-5	2	18	-13	3
COc1ccccc1S(=O)(=O)Cc1ccc(C(=O)NCc2ccc3c(c2)OCO3)o1	-3	5	2	0	2	6	-4	-3
CCOC(=O)c1ccc(NC(=O)CSc2nnnn2CCCO)cc1	-4	1	-2	7	-5	14	-6	0
Cc1cc(N)ccc1-c1cc2ccccc2oc1=O	-3	7	-27	-8	-1	-1	-4	2
Cc1cccc(C(=O)n2cnnc2N)c1	-14	14	-7	4	-4	21	-9	3
Cc1nn(-c2ccccc2)c(C)c1NC(=O)COC(=O)CCOc1ccccc1	-1	4	-9	3	-5	2	-4	13
COc1ccc(-c2nnc(SCC(=O)N3CCCCC3)o2)c(OC)c1	-21	1	-19	-27	1	-14	-9	-4
C/C(=N\NC(=O)CNC(=O)c1ccccc1F)c1ccco1	-1	6	-24	-13	-7	6	-6	0
O=C(c1cccs1)n1nc(-c2ccc(Cl)cc2)nc1NCc1ccco1	-12	2	-34	-29	-5	-35	-1	-2
COc1ccc(N2CCN(C(=O)c3ccc(CS(=O)(=O)c4ccc(OC)cc4)o3)CC2)cc1	1	-25	2	9	-1	9	-6	-2
O=C(NCc1nc2ccccc2[nH]1)c1c(F)c(F)c(F)c(F)c1F	-2	-3	11	-2	-5	5	-7	1
COc1ccc(NC(=O)N(C)C[C@H]2Oc3c(NC(=O)Nc4c(C)noc4C)cccc3C(=O)N([C@H](C)CO)C[C@@H]2C)cc1	-17	2	1	-1	3	2	-2	-2
COc1cccc(C=Nc2cccc3c(=O)[nH][nH]c(=O)c23)c1O	-3	2	-5	2	65*	-47	5	93*
O=C(Nc1nccs1)c1cccc2ccccc12	6	-15	-5	2	7	-11	-7	-3
Cc1ccc(NC(=O)C2CCCN2C(=O)NC2CCCCC2)cc1C (centres undefined)	-120	-1	0	-10	-2	12	-8	4
CN1CCc2nc(SC(C(=O)O)c3ccccc3)c(C#N)c(-c3cccs3)c2C1 (centres undefined)	-10	4	-2	7	-2	-8	9	3
CC(C)(C)C(=O)NCCn1ccc2ccccc21	20	-2	-1	-9	-6	-7	-3	-5
O=C(CCS(=O)(=O)c1ccccc1)Nc1ccc2c(c1)C(=O)NC2=O	4	25	34	-15	-12	3	-12	-1
CC1CCCCC12NC(=O)N(CC(=O)OCc1cccc(F)c1)C2=O (centres undefined)	-7	15	1	6	10	4	3	-6
CCn1c(/C=C/Nc2ccccc2)[n+](CC)c2ccc(Cl)cc21	-14	7	52	58*	3	-27	-15	8
CCC(=O)c1ccc(N2CCN(S(=O)(=O)c3ccccc3)CC2)c(F)c1	0	7	13	2	3	-14	-7	6
COc1ccnc(CN(C)C(=O)C2CCC(=O)N(CCN(C)C)C2)c1 (centres undefined)	5	1	-2	4	8	7	1	0
O=C(Nc1ccccc1F)C1CCCN(S(=O)(=O)c2cccc3cccnc23)C1 (centres undefined)	-6	-4	-8	-11	4	-8	-4	5
CN(C(=O)COc1ccc([N+](=O)[O-])cc1)C1CCS(=O)(=O)C1 (centres undefined)	3	-3	17	2	6	2	-5	1
Cc1nc(SCC(=O)N(C)Cc2ccco2)c2c(C)c(C)sc2n1	13	1	5	7	-1	-21	5	0
O=C(COc1ccc(Cl)cc1)Nc1ccc2c(c1)C(=O)NC2=O	-2	2	-16	2	1	20	1	4
COc1ccccc1N(Cc1cc(=O)[nH]c2ccccc12)C(=O)c1cccc([N+](=O)[O-])c1	17	6	7	-11	8	5	-4	-2
O=C(Nc1cc(S(=O)(=O)N2CCOCC2)ccc1O)c1ccco1	-1	1	-24	-11	6	12	3	3
O=C(NCCc1ccccc1)C(=O)c1c[nH]c2ccccc12	3	9	-49	-47	-5	-70	-4	7

The list goes on; the last 7 above are carried over.
SMILES	Apaf1 inhib	UBC13 inh	Gli-Sufu block	Jurkat NFkB inh	SENP8 inh	697 NFkB inh	HKDC1 inhibitor	SENP7 block
O=C(Nc1ccccc1F)C1CCCN(S(=O)(=O)c2cccc3cccnc23)C1 (centres undefined)	-6	-4	-8	-11	4	-8	-4	5
CN(C(=O)COc1ccc([N+](=O)[O-])cc1)C1CCS(=O)(=O)C1 (centres undefined)	3	-3	17	2	6	2	-5	1
Cc1nc(SCC(=O)N(C)Cc2ccco2)c2c(C)c(C)sc2n1	13	1	5	7	-1	-21	5	0
O=C(COc1ccc(Cl)cc1)Nc1ccc2c(c1)C(=O)NC2=O	-2	2	-16	2	1	20	1	4
COc1ccccc1N(Cc1cc(=O)[nH]c2ccccc12)C(=O)c1cccc([N+](=O)[O-])c1	17	6	7	-11	8	5	-4	-2
O=C(Nc1cc(S(=O)(=O)N2CCOCC2)ccc1O)c1ccco1	-1	1	-24	-11	6	12	3	3
O=C(NCCc1ccccc1)C(=O)c1c[nH]c2ccccc12	3	9	-49	-47	-5	-70	-4	7
COc1cc(S(=O)(=O)N(Cc2cccc(OC)c2OC)CC2CCCO2)ccc1-n1cnnn1 (centres undefined)	-17	-6	1	-3	1	11	-2	4
CC(C)(C)NC(=O)NC(=O)COC(=O)c1cc(=O)[nH]c2ccccc12	-3	4	1	3	2	8	-8	-1
COc1ccc(C(CC(=O)N2CCOCC2)C(C)C)cc1 (centres undefined)	11	-14	-3	-9	-1	-17	3	-10
Cc1ccccc1-c1cc(C(=O)NCc2cccs2)n(CC2CC(c3cccnc3)=NO2)n1 (centres undefined)	17	7	27	-6	-6	-10	-4	-8
CCn1cc(/C=C(\NC(=O)c2ccccc2Cl)C(=O)NCCN2CCOCC2)c2ccccc21	4	-2	10	13	9	14	3	3
CCC(C)(C)NC(=O)C(c1ccc(OC)cc1)N(Cc1ccccc1)C(=O)CCC(=O)Nc1cc(C)on1 (centres undefined)	12	5	24	20	2	7	2	2
CCC(CO)NC1=CC(=O)CCC1 (centres undefined)	0	-5	-4	2	-3	-5	-6	3
O=c1[nH]c(C2CCCN(S(=O)(=O)c3ccccc3)C2)nc2c1nnn2Cc1ccccc1F (centres undefined)	28	-11	-1	-14	-5	-5	-4	-1
COc1ccccc1N(CC(=O)Nc1ccccc1C)S(C)(=O)=O	-18	-10	-8	-5	-4	-11	-9	-21
CC(C)(C)n1ncc2c(=O)n(CC(=O)N3CCCCC3)cnc21	-9	4	0	0	-2	19	-7	-7
Cc1ccc(C(=O)NNC(=O)c2ccncc2)cc1C	-11	0	-5	0	8	2	-5	-4
CNC(=O)c1ccc(-c2ccc(OC)cc2)s1	0	11	6	-133	30	-52	3	48
CCCSc1nc(O)c(C2OC(=O)c3c2ccc(OC)c3OC)c(=O)n1C (centres undefined)	1	2	-1	-1	2	7	0	9
CCCCCc1ccc(-c2cn(CN3C(=O)c4ccccc4C3=O)nn2)cc1	2	-19	3	-5	-15	16	3	-11
COc1ccc(N2CCN(C(=O)c3ccccc3NS(=O)(=O)c3ccc(C)cc3)CC2)cc1	13	-3	0	-2	2	-9	6	13
O=C(NC1(C(F)(F)F)Oc2ccccc2O1)N1CCCC1	8	8	42	14	4	-6	2	4
COc1ccc2sc(N(CCCN(C)C)C(=O)c3ccc(S(=O)(=O)N(C)C4CCCCC4)cc3)nc2c1	24	16	24	-9	-3	2	-3	1
CCOC(=O)C1=C(C)NC(=S)NC1c1cc(C)sc1C (centres undefined)	-15	4	-39	-10	-6	4	-7	3
O=[N+]([O-])c1ccc(CSc2nnc(SCc3ccccc3)s2)cc1	20	-10	-10	-3	-4	-2	-11	-8
Cc1ccc(C(=O)NNC(=O)CSc2nnc(-c3ccccc3)n2Cc2ccccc2)cc1	-16	12	4	-7	-3	4	-12	4
CCN(CC)CCN(C(=O)c1ccc(S(=O)(=O)N(CC)c2ccccc2)cc1)c1nc2c(OC)ccc(OC)c2s1	-7	19	26	1	-3	-9	1	-12
N#Cc1c(Nc2ccccc2)c(C=NCCN2CCOCC2)c[nH]c1=O	10	-7	-2	7	-9	14	0	1
Cc1cc(C)cc(N(CCC#N)C(=O)CSc2nc3nc(C)cc(C)n3n2)c1	-3	-4	1	-2	-4	-12	-4	-5
Nc1nnnn1/N=C/c1cccc(Br)c1	8	-10	8	-1	-9	3	-5	12
C=CCOC(=O)CCP(=O)(CCC(=O)OCC=C)c1ccccc1	-2	-2	1	-3	6	1	-2	-7
COc1ccc(NC(=O)CS(=O)(=O)Cc2nc(-c3ccc(C)cc3)oc2C)cc1	4	-1	-16	-2	2	-32	-4	-2
CC1CC(c2ccccc2)n2nc(NC(=O)c3ccco3)nc2N1 (centres undefined)	10	3	4	13	6	21	0	2
O=C(CCc1ccccc1)N1CCN(Cc2ccc(F)cc2Cl)CC1	-2	-1	-3	-14	-6	-9	3	-12
Cc1cc(=O)c2c(o1)CC(C)(C)CC2=O	-22	7	5	-4	0	24	-1	-13
C/C(N)=C(/C#N)C(=O)COC(=O)c1cccc2ccccc12	-1	-15	-28	-9	-8	-21	10	-1

3 entries from above, sorted by their value in UBC13 inh, low to high:
SMILES | UBC13 inh
Cc1cc(C)cc(N(CCC#N)C(=O)CSc2nc3nc(C)cc(C)n3n2)c1 | -4
C=CCOC(=O)CCP(=O)(CCC(=O)OCC=C)c1ccccc1 | -2
O=C(CCc1ccccc1)N1CCN(Cc2ccc(F)cc2Cl)CC1 | -1

For reference, part of the list above.
SMILES	Apaf1 inhib	UBC13 inh	Gli-Sufu block	Jurkat NFkB inh	SENP8 inh	697 NFkB inh	HKDC1 inhibitor	SENP7 block
COc1cc(S(=O)(=O)N(Cc2cccc(OC)c2OC)CC2CCCO2)ccc1-n1cnnn1 (centres undefined)	-17	-6	1	-3	1	11	-2	4
CC(C)(C)NC(=O)NC(=O)COC(=O)c1cc(=O)[nH]c2ccccc12	-3	4	1	3	2	8	-8	-1
